# APJ antag – antagonists of human apelin receptor APJ, primary screen, CHO-K1 cells, beta-arrestin complementation, luminescence; P35414; inhibition, % at 20 µM; 330,000 compounds, 0.32% hits; AID 2521, 2010;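 active = inhibition above about 40% at 20 µM, limit read from the data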;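 note: cells challenged with 10 nM apelin-13 agonist together with compound; plate controls were apelin-13 plus DMSO wells for no effect and DMSO wells lacking apelin-13 for full effect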
# CXCR6 inh – CXCR6 receptor inhibitors, primary screen, cell-based, beta-arrestin, luminescence, CHO-K1 PathHunter, 1536-well; C-X-C chemokine receptor type 6 (Homo sapiens), O00574; inhibition, % at 20 µM; 360,000 compounds, 0.36% hits; AID 602244, 2012; in the data active = inhibition above about 34%, passing the limit was not always enough;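 note: antagonist mode with CXCL16 agonist at 10 nM final; 0% = 10 nM CXCL16 with DMSO and 100% = unstimulated wells without agonist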
# APJ ag – agonists of human apelin receptor APJ, primary screen, CHO-K1 cells, PathHunter beta-arrestin, luminescence. 0% DMSO wells, 100% apelin. activation, % at 20 µM. 330,000 compounds, 0.11% hits;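 active = activation more than six SD over the plate average, tested at 20 µM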;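 note: 0% = DMSO alone and 100% = apelin-13 at 10 nM; some results filed as inactive read as strong as hits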
#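 Material: engineered CHO-K1 APJ arrestin reporter cells; amount: 1000 CHO-K1 reporter cells seeded per well; incubation: compound stimulation 90 min at 25 °C, detection 60 min; signal: luminescent beta-gal fragment complementation, chemiluminescent substrate; read-out basis: APJ agonist activity; controls: DMSO-only wells as negative, 10 nM Apelin-13 as positive control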
# tim10-1 inh – growth inhibitors of tim10-1 mutant yeast, primary screen, luminescence, uHTS. S. cerevisiae tim10-1 ts strain growth, BacTiter-Glo, 24 h. inhibition, % at 20 µM. 330,000 compounds, 2.2% hits;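 active = inhibition of at least 40%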;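 note: mutant grown at 25 °C; 0% = DMSO wells with yeast and 100% = wells holding no yeast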
# UPR XBP1 act – activators of adaptive XBP1 UPR arm, primary screen, cell-based, CHO-XBP1 luciferase reporter, luminescence, uHTS; IRE1-XBP1 UPR activation; percent of tunicamycin response, DMSO as zero; 330,000 compounds, 0.33% hits; activation, % at 20 µM;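 active = versus positive control, 20 µM dose yields 30% or more activation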;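 note: 100% = tunicamycin at 10 µg/mL and 0% = DMSO only wells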
#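 Signal: luciferase luminescence; Assay system: CHO-XBP1 luciferase reporter cells; Amount: one thousand reporter cells per well; Dosing: 20 µM single concentration, DMSO 1%; Benchmarks: high control tunicamycin 10 µg/mL final, low control DMSO vehicle only; Schedule: 6 h compound exposure at 37 °C, 5% CO2; Evaluation: percent activation relative to tunicamycin reference.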
# tim23-1 inh – growth inhibitors of tim23-1 mutant yeast, primary screen, luminescence, uHTS | 330,000 compounds, 1.3% hits | AID 463212, 2010 | S. cerevisiae tim23-1 growth, BacTiter-Glo luminescence, 24 h | inhibition, % at 20 µM;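 active = growth inhibition of the mutant yeast at or above 50%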;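 note: temperature-sensitive mutant grown at 25 °C; plate controls were DMSO-treated mutant yeast for no effect and medium wells lacking yeast for full effect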
# CHOP UPR activ – activators of apoptotic CHOP UPR arm, primary screen, cell-based, CHO-CHOP luciferase reporter, luminescence, uHTS; UPR activation; percent of tunicamycin response over DMSO baseline; 330,000 compounds, 0.34% hits; activation, % at 10 µM;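 active = at 10 µM dose, activation of 40% or more, normalized to positive control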;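 note: 100% = tunicamycin at 10 µg/mL and 0% = DMSO alone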
#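 Material: CHO-CHOP cells, stable luciferase reporter of PERK-eIF2a-CHOP signalling; quantity: 500 reporter cells seeded per well; buffer or medium: F12 medium containing 10% fetal bovine serum; compound: one dose, 10 µM in 0.5% DMSO; incubation: 6 h compound treatment, 37 °C; measured by: Steady-Glo luciferase luminescence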
# TIM10 inh – growth inhibitors of isogenic TIM10 control yeast, primary screen, counter-screen for tim10-1 yeast inhibitor project, luminescence, uHTS; S. cerevisiae TIM10 strain growth, BacTiter-Glo luminescence, 24 h; inhibition, % at 10 µM; 330,000 compounds, 1.4% hits;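 active = inhibition of 40% or more at the single tested concentration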;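 note: wild-type TIM10 isogenic control strain grown at permissive 25 °C; 0% = DMSO yeast wells and 100% = minimal medium wells without yeast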
# Mdm2 MdmX PPI – inhibitors of human Mdm2-MdmX association, primary screen, cell-based, luminescence, split luciferase, SaOS-2, uHTS; Protein Mdm4 (Homo sapiens) + E3 ubiquitin-protein ligase Mdm2 (Homo sapiens), …; SaOS-2 split-luciferase Mdm2/MdmX complementation; inhibition, % at 8 µM; 330,000 compounds, 3% hits; AID 485346, 2010;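 active = inhibition of at least 50% at 8 µM in the primary screen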
# Target sequence (O15151 whole entry, looked up): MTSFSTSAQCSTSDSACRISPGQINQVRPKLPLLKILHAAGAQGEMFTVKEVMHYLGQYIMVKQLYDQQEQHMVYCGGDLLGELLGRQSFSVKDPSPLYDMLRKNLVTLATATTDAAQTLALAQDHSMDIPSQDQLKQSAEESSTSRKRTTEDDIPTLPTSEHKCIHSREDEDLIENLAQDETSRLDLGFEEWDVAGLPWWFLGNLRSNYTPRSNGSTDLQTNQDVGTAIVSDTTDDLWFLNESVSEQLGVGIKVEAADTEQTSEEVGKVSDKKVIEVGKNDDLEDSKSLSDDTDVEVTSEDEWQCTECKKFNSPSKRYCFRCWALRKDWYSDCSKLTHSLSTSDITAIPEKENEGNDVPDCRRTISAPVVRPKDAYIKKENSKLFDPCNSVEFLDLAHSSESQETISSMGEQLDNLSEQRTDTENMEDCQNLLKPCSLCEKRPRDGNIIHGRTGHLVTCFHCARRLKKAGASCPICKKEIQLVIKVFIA
# Target sequence (Q00987 whole entry, looked up): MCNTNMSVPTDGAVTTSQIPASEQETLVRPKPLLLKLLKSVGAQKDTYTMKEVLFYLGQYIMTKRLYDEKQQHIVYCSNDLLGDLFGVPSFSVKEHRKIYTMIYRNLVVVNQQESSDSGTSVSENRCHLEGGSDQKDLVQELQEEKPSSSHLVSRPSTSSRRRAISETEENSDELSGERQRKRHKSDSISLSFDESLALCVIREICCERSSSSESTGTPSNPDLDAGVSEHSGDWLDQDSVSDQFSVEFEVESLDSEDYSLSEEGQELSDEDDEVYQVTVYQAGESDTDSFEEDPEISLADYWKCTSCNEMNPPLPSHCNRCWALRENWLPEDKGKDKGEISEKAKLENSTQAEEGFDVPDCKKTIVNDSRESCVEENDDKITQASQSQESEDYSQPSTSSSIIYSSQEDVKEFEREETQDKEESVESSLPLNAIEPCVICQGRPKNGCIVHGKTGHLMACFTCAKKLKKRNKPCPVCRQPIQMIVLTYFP
# Numbers without * were called inactive; x = not tested or not shown. An excerpt. The share of hits here may be higher or lower than overall.
SMILES,APJ antag,CXCR6 inh,APJ ag,tim10-1 inh,UPR XBP1 act,tim23-1 inh,CHOP UPR activ,TIM10 inh,Mdm2 MdmX PPI
CCCn1c(SCC(=O)Nc2cccnc2Cl)n[nH]c1=O,-9,-1,-3,-9,-2,-2,0.2,4,26
CCOc1ccc(C(=O)NCc2ccncc2)cc1OCC,-1,-5,-7,0,-1,-3,1.7,5,-5
Cc1cccc(N2CC(C(=O)Nc3nnc(SCC(=O)Nc4cc(C)on4)s3)CC2=O)c1 (stereo unspecified),-10,4,-3,4,-1,-8,1.5,0,0
COc1ccc(C(C(=O)NC2CCCC2)N(C(=O)CNC(=O)c2ccco2)c2cccnc2)cc1 (stereo unspecified),12,-2,-1,-4,-1,5,3.1,9,-3
Cc1ccnc(NS(=O)(=O)c2ccc(NC(=O)c3ccc(S(=O)(=O)N4CCCC4)cc3)cc2)n1,5,1,-4,11,-2,11,-2.4,10,-20
COC(C(=O)Nc1ccnn1C1CCN(Cc2ccc(Cl)s2)CC1)c1ccccc1 (stereo unspecified),24,8,-1,5,-1,13,1.3,10,14
CCOc1ccc2[nH]c3c(NCCc4ccc(OC)c(OC)c4)ncnc3c2c1,10,-5,-1,1,1,7,3.0,-5,30
O=C(Cc1ccc(S(=O)(=O)N2CCOCC2)s1)Nc1ccccc1N1CCOCC1,-10,-7,2,10,-5,17,-2.3,9,12
Cc1csc(SCC(=O)Nc2cccc(C)c2C)n1,-18,-5,-3,-6,4,7,0.3,0,27
CC(C)(O)C#Cc1ccc(CN2CCN(Cc3ccccc3)C(CCO)C2)s1 (stereo unspecified),-25,-3,-4,25,-1,14,-0.1,-22,0
O=C(O)c1ccc(N/N=C/c2cn(-c3ccccc3)nc2-c2cccs2)cc1,-14,6,0,40,1,40,4.2,56*,-25
COc1ccc(S(=O)(=O)Nc2ccc3c(c2)C(=O)N([C@H](C)CO)C[C@H](C)[C@@H](CN(C)S(=O)(=O)c2ccccc2)O3)cc1,12,0,-2,-8,-2,-14,0.7,-1,15
NC(=O)c1ccc(NC(=O)COC(=O)/C=C/c2ccc(Br)o2)cc1,-9,3,-2,2,1,3,1.1,-4,21
O=C(COc1ccccc1)NCC(=O)N/N=C/c1cc(Br)ccc1OCc1ccccc1,16,6,-4,39,1,5,1.0,27,8
COc1cc(/C=C2\C(=N)N3N=C(S(C)(=O)=O)SC3=NC2=O)ccc1OCCOc1ccc(C)cc1,20,-4,-4,15,-5,10,4.1,5,-9
Cc1noc(/C=C/N(C)C)c1S(=O)(=O)N1CCCC(C(=O)N2CCCCC2)C1 (stereo unspecified),-3,4,-3,9,-1,14,3.9,9,-34
O=C(CN1C(=O)c2ccccc2C1=O)N1CCOCC1,3,-3,-3,-10,-4,-15,-0.6,-9,-8
Cc1ccc2c(c1)NC(=O)C(CC(=O)NCCCN1CCCC1)O2 (stereo unspecified),-42,-1,-4,13,0,21,-2.7,0,-4
COc1ccc(NC(=O)COC(=O)[C@@H](NC(=O)c2c(F)cccc2F)C(C)C)cc1,-8,0,-4,21,-1,12,-2.3,9,16
O=C(CN1C(=O)C2CCCCC2C1=O)N1CCN(c2ccc(F)cc2)CC1 (stereo unspecified),-6,-1,-2,25,-2,13,1.2,1,11
Cc1cc(N=Cc2c(O)ccc3ccccc23)no1,-11,-1,2,33,0,41,-1.3,12,11
N#CCSc1nc(-c2ccccc2)c2cc(Cl)ccc2n1,-6,8,-3,28,3,9,0.6,1,20
COc1ccc(OC)c(C2NC(=O)NC(C)=C2C(=O)Nc2ccc(C)cc2)c1 (stereo unspecified),-15,2,-1,11,-1,-2,1.3,-1,-11
c1ccc(-c2cnc(CN3CCN(c4ccccc4)CC3)o2)cc1,-1,-1,1,2,-3,12,1.1,-4,0
C[C@H](NC(=O)C1CC(=O)N(c2ccc3c(c2)OCCO3)C1)C(=O)N1CCC(C(=O)O)CC1 (stereo partly specified),10,-4,-1,-15,-3,-15,-1.2,-5,11
N#C/C(=C\c1ccc(N2CCOCC2)o1)C(=O)NCCc1ccccc1,17,7,-3,11,4,16,0.0,14,-12
COc1ccc(-n2c(C)nn(CCOc3ccccc3)c2=O)cc1,-1,-10,-1,14,4,19,2.0,-7,5
CCOC(=O)CSc1nnc(CNC(=O)c2ccc(S(=O)(=O)N(C)C)cc2)n1C,-1,-2,-3,-3,1,17,0.8,-6,7
O=C(NC(=S)NCc1ccccc1Cl)c1cccs1,-1,2,-3,16,-2,67*,-1.3,46*,19
Cc1ccc(OCC(O)CN2CCN(c3ccccc3)CC2)cc1 (stereo unspecified),1,8,2,10,1,6,-0.2,0,1
CC1=Nc2ccccc2/C1=C\c1nc(-c2ccccc2)oc1O,12,20,4,42*,3,26,3.8,45*,-12
Cc1ccccc1Nc1cc(C(=O)NCC2CCCO2)c2ccccc2n1 (stereo unspecified),19,5,-2,-8,1,19,0.1,-16,4
COc1ccc(-c2nc(CN3CCCC(C(=O)NC4CCCC4)C3)c(C)o2)cc1 (stereo unspecified),15,2,-4,1,0,16,-1.6,21,8
COc1cc(C2CC(=O)NC(SCC(=O)Nc3ccccc3C)=C2C#N)ccc1O (stereo unspecified),14,6,1,4,3,11,1.5,0,20
Cc1ccc(NC(=O)CN2C(=O)c3ccccc3C2=O)nc1,-5,-9,-3,-3,0,-5,-0.8,-17,-8
CC1(C)CC2(CC(c3ccccc3F)c3cc(Cl)c(O)cc3O2)NC(=S)N1 (stereo unspecified),48*,13,-5,15,2,5,6.1,13,24

# Compound profiles, from the list above.
# Cc1ccc(NC(=O)CN2C(=O)c3ccccc3C2=O)nc1 across the screens: APJ antag: -5; CXCR6 inh: -9; APJ ag: -3; tim10-1 inh: -3; UPR XBP1 act: 0; tim23-1 inh: -5; CHOP UPR activ: -0.8; TIM10 inh: -17; Mdm2 MdmX PPI: -8
# CC1(C)CC2(CC(c3ccccc3F)c3cc(Cl)c(O)cc3O2)NC(=S)N1 (stereo unspecified) across the screens: APJ antag: 48*; CXCR6 inh: 13; APJ ag: -5; tim10-1 inh: 15; UPR XBP1 act: 2; tim23-1 inh: 5; CHOP UPR activ: 6.1; TIM10 inh: 13; Mdm2 MdmX PPI: 24

# (continued)
SMILES,APJ antag,CXCR6 inh,APJ ag,tim10-1 inh,UPR XBP1 act,tim23-1 inh,CHOP UPR activ,TIM10 inh,Mdm2 MdmX PPI
Cn1cncc1C(=O)c1ccccc1,3,-1,1,1,0,11,-1.0,9,18
COc1ccc(Nc2nc(Cl)nc(N3CCN(c4ccc(OC)cc4)CC3)n2)cc1,9,x,0,-22,-3,-26,2.3,-29,44
Cc1sc2ncnc(OCC(=O)c3ccc(S(=O)(=O)N4CCCC4)cc3)c2c1C,-5,8,-3,27,3,10,-1.5,8,25
Cc1ccc(NC(=O)CSc2nccc(=O)[nH]2)c(S(=O)(=O)N2CCOCC2)c1,15,-7,-3,-33,2,2,-1.1,-14,16
CCOC(=O)N1CCC(NC(=O)CSCc2nc(-c3ccc(OC)cc3)oc2C)CC1,-4,-13,-3,29,-5,21,0.4,10,6
CCOc1cc(C2CC(=O)NC3=C2C(=O)C(C(=O)OC)C(C)C3)cc(Br)c1O (stereo unspecified),-18,1,0,7,-3,14,1.0,3,5
CC(=O)Nc1cccc(/C(C)=N/NC(=O)c2ccc(CN3CCOCC3)cc2)c1,-16,0,-2,-16,1,-7,1.7,3,-6
CC(C)Sc1nc(-c2ccccc2)cc(=O)[nH]1,14,-5,-2,19,-3,13,-1.4,13,13
Nc1nc2ccccc2cc1S(=O)(=O)c1ccccc1,13,-1,-4,-18,0,12,0.7,-28,17
CCC(=O)N1CCc2cc(Br)cc(S(=O)(=O)NC3CCN(Cc4ccccc4)CC3)c21,-6,2,-1,12,4,9,-0.8,-15,-11
COc1ccc(C2C(C(C)=O)=C(O)C(=O)N2c2ccccn2)cc1 (stereo unspecified),-4,-10,-1,-4,-3,-5,-0.5,-12,10
COc1ccc(C(=S)N2CCOCC2)cc1OC(=O)c1cccc([N+](=O)[O-])c1,7,-6,-3,36,-2,25,-0.5,41*,-11
CCC1=NN2C(=N)/C(=C/c3cc(C)n(Cc4ccccc4)c3C)C(=O)N=C2S1,-15,7,0,21,-6,16,-1.9,18,27
COc1ccc(NC(=O)NCc2ccccn2)cc1OC,11,4,-3,4,-2,16,0.0,-3,-7
O=C(O)/C=C/C(=O)Nc1ccc(Cl)cc1C(=O)c1ccccc1,1,1,3,-10,-5,-5,0.5,-5,28
CCCN(CCC)C(=O)CCSCCC(=O)N(CCC)CCC,3,0,-2,28,-1,24,2.8,20,9
COc1ccc(N2CCN(S(=O)(=O)CCNC(=O)c3ccc(Br)o3)CC2)cc1,11,-8,-3,21,-2,19,-1.3,18,10
CCCCC1=CC2=CC(=O)C(C)(OC(=O)CC)C(=O)C2=CO1 (stereo unspecified),-6,-1,6,5,-1,15,-0.5,-4,-2
CC(OC(=O)c1ccccc1NCCO)C(=O)NC1CCCCC1C (stereo unspecified),4,1,2,16,2,21,2.9,13,0
NS(=O)(=O)c1ccc(CNC(=O)C(Cc2ccccc2)NS(=O)(=O)c2ccccc2F)cc1 (stereo unspecified),-5,-9,-4,-23,-1,18,1.7,3,-2
Cc1ccc(C(=O)Nc2ccccc2Oc2ccccc2)cc1[N+](=O)[O-],18,8,-5,11,-4,-27,1.1,-7,45
CCCOc1ccc(N2C(=O)C3ON(c4ccccc4)C(CCC)C3C2=O)cc1 (stereo unspecified),5,10,-2,18,0,20,1.5,33,16
COCCCn1c2nc3ccccc3nc2c2c(=O)n(Cc3cccs3)cnc21,-20,x,0,14,2,17,-0.7,2,0
O=C(COc1ccc2c(c1)OCO2)NCc1cccs1,0,-6,2,10,1,13,0.8,8,6
CCCCNC(=O)Cn1nc(C)c(S(=O)(=O)N2CCOCC2)c1C,1,4,-3,-10,0,-6,1.0,3,1
O=C(Nc1ccccc1C(=O)NCCc1ccccc1)c1cnccn1,20,6,0,-9,1,10,2.8,13,18
CCOC(=O)CSc1nnc(CNC(=O)c2ccc(S(=O)(=O)N3CCCCC3)cc2)n1C,4,2,0,23,1,3,-1.5,-2,9
N#Cc1nc(-c2ccco2)oc1N1CCN(C(c2ccccc2)c2ccccc2)CC1,-14,-3,-4,17,-2,6,-1.5,6,17
Fc1ccc(Nc2nc(Oc3ccc4c(c3)OCO4)nc(N3CCOCC3)n2)c(F)c1,-3,-2,1,2,2,-10,1.6,-11,4
O=C(Nc1ccc2c(c1)OCCO2)c1c(F)cccc1F,22,-1,-4,5,-2,3,0.2,14,-55
